aDG glyco act = increases alpha dystroglycan glycosylation | Pro5-aDG cells, alpha-DG glycosylation AlphaScreen (IIH6); 0% Pro5, 100% B10-LARGE cell signal | activation, % at 10 µM | 0.22% of 360,000 active | AID 624168;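 active = activation of at least 8% versus controls, or a plate z-score of at least 8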;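 note: Pro5 are CHO cells carrying HIG-tagged alpha-DG that lacks glycosylation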
HTR2A ag = mouse HTR2A agonism via beta-arrestin recruitment | 0.66% of 360,000 active | CHO-K1 mHTR2A beta-arrestin complementation, luminescence; percent of 30 µM serotonin response | activation, % at 7.6 µM | AID 624169;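 active = activation above a run cutoff, the mean activation of all tested compounds plus 3 SD, cut at about 14% in these data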;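 note: 0% = plate median of compound wells and 100% = 30 µM serotonin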
N-glyco inh = blocks N-linked glycosylation in D54 reporter cells | 0.23% of 360,000 active | D54 ERlucT glycosylation luciferase reporter, 24 h; percent of 100 nM tunicamycin response | AID 588692 | reporter increase, % at 12.5 µM;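 active = mean luciferase reporter signal, scaled so untreated is 0 and the glycosylation-blocking control 100, at or above a set limit in every replicate; inconclusive = mean reaches the limit but not every replicate does; inactive = mean below the limit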;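 note: luciferase carries N-glycosylation sites so blocking glycosylation raises the light; 0% = median of neutral control wells and 100% = median of 100 nM tunicamycin wells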
ABCB6 inh 2 = human ABCB6 transporter inhibition. K562-ABCB6 porphyrin accumulation, flow cytometry, 1 h; stronger effect = lower value. Q9NP58. 0.19% of 360,000 active. fluorescence ratio to DMSO, % at 10 µM. AID 602162;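 active = fluorescence ratio to DMSO below 75%, the collection mean minus 3 SD; inconclusive = too few cells collected in the well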;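 note: signal is porphyrin accumulated inside mitochondria; 100% equals median channel fluorescence of DMSO control wells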
MC4R ag barr = agonists of human melanocortin 4 receptor (MC4R) beta-arrestin; P32245; U2OS MC4R beta-arrestin complementation, luminescence; percent of melanotan II response, DMSO zero; activation, % at 8.9 µM; 0.98% of 360,000 active;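 active = activation above a per-plate cutoff, the mean activation of sample wells on that plate plus 3 SD, cut at about 8% in these data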
Target sequence (P32245 whole entry, looked up): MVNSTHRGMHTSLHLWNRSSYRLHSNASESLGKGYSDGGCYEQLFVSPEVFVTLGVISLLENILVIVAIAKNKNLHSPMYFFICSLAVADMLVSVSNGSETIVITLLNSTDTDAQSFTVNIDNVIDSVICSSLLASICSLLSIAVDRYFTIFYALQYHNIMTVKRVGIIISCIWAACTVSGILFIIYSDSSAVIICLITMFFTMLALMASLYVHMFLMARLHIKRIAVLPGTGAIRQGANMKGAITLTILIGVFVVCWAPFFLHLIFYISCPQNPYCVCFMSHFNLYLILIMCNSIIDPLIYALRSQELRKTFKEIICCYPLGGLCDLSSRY
CaV13 ICDI inh = Primary screen for inhibitors of IQ motif and Ca2+-dependent inactivation inhibitor domain binding in CACNA1D, Förster resonance energy transfer in living cells, …. inhibition, % at 12.3 µM. HEK cells, CFP/YFP FRET ICDI-IQ, plate reader, 10 min; percent FRET-ratio fall versus neutral wells. 0.098% of 340,000 active. AID 743397;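 active = mean replicate inhibition of at least 30% and at least 1% of replicates passing that level; inconclusive = only one of the two criteria is met; inactive = neither criterion is met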;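 note: 0% = median of the neutral control wells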
Vif imaging = HIV Vif inhibition | 0.35% of 340,000 active | HEK293T cells, Vif self-association by quenched fluorescence, imaging, 24 h | inhibition, % at 7.49 µM | AID 602346; in the data active = inhibition above about 50%, passing the limit was not always enough; inconclusive = no clear call, values can overlap the other calls; inactive = below about 31%; note: some results filed as inactive read as strong as hits
MC4R antag cAMP = blocks human MC4R cAMP signaling; inhibition, % at 6.5 µM; AID 540295; P32245; MC4R-expressing cells, MTII-stimulated cAMP, LANCE TR-FRET; 0.48% of 360,000 active;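 active = inhibition above its plate's cutoff, the mean of tested wells on that plate plus 3 SD, cut at about 29% in these data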;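 note: 0% = Melanotan II alone and 100% = Melanotan II plus saturating MCL0020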
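Test system: U2OS cells stably expressing human melanocortin 4 receptor (MC4R); also added: Melanotan II challenge; compound: 6.5 µM single dose; timing: 30-min compound preincubation, 1-h Melanotan II challenge, 1-h detection, room temperature; signal: Eu-cAMP/anti-cAMP TR-FRET, emission 671 nm; repeats: one well per compound, no replicates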
Cardio protect = protects H9c2 cardiomyocytes from peroxide injury. H2O2 injury protection, ATPLite, 2 h. protection from H2O2 cell death, % at 20 µM. 0.63% of 360,000 active;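 active = compounds giving at least 50% protection of heart cells from peroxide-induced death in the single-dose screen, raw or plate-pattern-corrected value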;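 note: 0% = DMSO wells with peroxide and 100% = DMSO wells without peroxide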
PDI inh = PDI (human) enzyme inhibition | P07237 | PDI insulin aggregation turbidity, A650, 90 min | inhibition, % at 10 µM | 0.052% of 350,000 active;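 active = mean inhibition across replicates of 30% or more, whatever share of single replicates reach that level; inconclusive = mean inhibition below 30% while every single replicate reaches 30%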;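 note: absorbance from insulin aggregation driven by PDI reduction with DTT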
Target sequence (P07237 whole entry, looked up): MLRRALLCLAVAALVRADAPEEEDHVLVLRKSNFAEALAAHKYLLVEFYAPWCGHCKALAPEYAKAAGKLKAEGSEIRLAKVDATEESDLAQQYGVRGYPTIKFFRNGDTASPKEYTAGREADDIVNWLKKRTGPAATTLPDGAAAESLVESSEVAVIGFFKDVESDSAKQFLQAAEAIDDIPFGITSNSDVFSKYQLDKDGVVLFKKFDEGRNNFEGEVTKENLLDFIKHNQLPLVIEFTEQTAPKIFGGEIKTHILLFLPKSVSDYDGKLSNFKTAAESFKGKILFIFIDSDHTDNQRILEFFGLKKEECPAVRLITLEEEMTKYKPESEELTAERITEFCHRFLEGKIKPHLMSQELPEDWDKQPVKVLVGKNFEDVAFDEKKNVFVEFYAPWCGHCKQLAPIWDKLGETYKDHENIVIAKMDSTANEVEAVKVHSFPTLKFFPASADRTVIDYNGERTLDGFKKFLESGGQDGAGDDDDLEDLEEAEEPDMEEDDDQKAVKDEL
* marks the source's active call; other numbers are inactive results; ? = inconclusive; nt = no result given.

SMILES | aDG glyco act | HTR2A ag | N-glyco inh | ABCB6 inh 2 | MC4R ag barr | CaV13 ICDI inh | Vif imaging | MC4R antag cAMP | Cardio protect | PDI inh
C=CC[C@@H](CC(=O)OC(C)(C)C)C(=O)OC[C@H]1CCCN1C(=O)[C@@H](CC=C)CC(=O)NCCO | -0.1 | 2 | 0 | 101 | -1.4 | -4 | -12 | 11 | 14 | -4
Cc1ccc(C(=O)NNC2CC(=O)N(c3ccc4c(c3)OCCO4)C2=O)cc1 (stereo not drawn) | 0.3 | 3 | 1 | 99 | -3.8 | -5 | -11 | 14 | 32 | 5
CN1C[C@@H]2[C@@H]3C(=O)N(Cc4ccccc4)C(=O)[C@@H]3[C@](C)(C1=O)N2C(=O)c1ccc(Br)cc1 | -0.2 | -2 | 2 | 94 | -2.2 | -10 | -6 | 0 | -1 | 2
CN(CC(=O)Nc1ccc(Cl)cc1)C(=O)COc1ncnc2ccccc12 | -0.2 | -2 | 1 | 100 | -2.9 | -2 | ? | 0 | -1 | 2
COC(=O)c1cccc(S(=O)(=O)N2CCC(c3nc4ccccc4o3)CC2)c1 | -0.1 | 0 | -1 | 100 | 0.1 | -9 | 5 | 0 | 0 | -1
O=C(NNC(=O)c1nc2ccccc2[nH]1)OCc1ccccc1 | 0.3 | 0 | 8 | 100 | -0.2 | -4 | -6 | 10 | 12 | -1
Cc1cc(C)n(/N=C/c2ccccc2O)c(=O)c1 | 0.1 | 4 | 1 | 99 | 3.3 | -3 | 0 | 20 | -7 | -1
CC(=O)c1ccc(NC(=O)CSc2nnc(-c3ccco3)c(-c3ccco3)n2)cc1 | -0.1 | 1 | 1 | 103 | -3.1 | -5 | 20 | 0 | 5 | 4
Cc1ccc(N(CC(=O)N=Nc2c(O)[nH]c3ccccc23)S(C)(=O)=O)c(C)c1 | 0.0 | -4 | 1 | 105 | -1.3 | 8 | -1 | 2 | 14 | -8
O=C(Cc1ccc(NC(=O)C2CCCN(C(=O)c3ccccc3)C2)cc1)Nc1ccc(C(=O)N2CCOCC2)cc1 (stereo not drawn) | 0.1 | -1 | 2 | 103 | 1.1 | -5 | 4 | 11 | -3 | -18
COC(=O)CCCC(=O)N1CCCC(CCC(=O)NCc2ccc(F)c(F)c2)C1 (stereo not drawn) | 0.3 | 2 | 0 | 97 | -0.7 | -3 | 1 | 13 | -4 | 1
COc1cc(CN2C[C@@H](CO)O[C@@H](n3cnc4c(NCC(C)C)ncnc43)C2)cc(OC)c1OC | 0.1 | -2 | 3 | 99 | -0.6 | -10 | 5 | 8 | 4 | -3
COc1ccccc1NC(=O)COC(=O)C1CCCC1 | 0.2 | 6 | 0 | 92 | 3.7 | -2 | 4 | 0 | -1 | -5
COc1ccccc1NCc1cc(=O)oc2c(C)c(O)ccc12 | 0.0 | 3 | 0 | 162 | -1.5 | -4 | -10 | -14 | 14 | 3
C/C(=C\c1ccccc1)CN1CCN(Cc2ccc(C)o2)C(CCO)C1 (stereo not drawn) | 0.6 | 0 | 0 | 83 | 2.0 | -3 | -5 | 13 | 1 | 0
COc1ccc2nc3ccccc3nc2c1NC(=O)c1ccccc1Cl | -0.2 | 0 | 19 | 98 | -1.3 | -78 | -1 | -17 | 26 | -3
N#CC1=C(N)SC(N)=C(C#N)C1c1cccc(O)c1 | -0.3 | -2 | 0 | 96 | -1.0 | 2 | 31 | 5 | 5 | 1
CC1=CN(S(=O)(=O)c2ccc(C)cc2)C[C@@H]2[C@H]3CC[C@H](C3)[C@H]12 | 0.1 | -1 | -5 | 100 | 0.7 | -8 | -3 | 8 | -19 | 7
O=C(Cn1[nH]c(=O)c2ccccc2c1=O)OCC(=O)N1CCCc2ccccc21 | -0.1 | -3 | -1 | 96 | -0.1 | -5 | 2 | 4 | 86* | 1
COc1ccc(OC)c(Nc2nc(-c3ccncc3)nc3ccccc23)c1 | -0.1 | 3 | 1 | 102 | 13* | -18 | 13 | 11 | 29 | 7
CCOc1ccc(OCC)c(NC(=O)CSc2nnc(Cn3cnc4ccccc43)n2C)c1 | 0.0 | 9 | 1 | 102 | 0.5 | -5 | -6 | 19 | -3 | 6
COCCNC(=O)C1(C)CCCN(Cc2ccc(C)c3ccccc23)C1 (stereo not drawn) | -0.1 | -2 | -2 | 101 | -1.3 | -7 | -7 | 9 | 2 | 8
CCCCn1c(Cc2ccccc2)n[nH]c1=S | 0.1 | 5 | 0 | 100 | -1.5 | -3 | -15 | 5 | 0 | -5
NN=C(NN=Cc1ccccc1)c1ccccc1 | -0.1 | 1 | -1 | 100 | -0.8 | -6 | -14 | 11 | -6 | -3
CCCOC(=O)C(=O)NNc1ccccc1 | 1.8 | 1 | 3 | 106 | -2.1 | -1 | 23 | 7 | -1 | 9
O=C(O)CCC1(CCC(=O)O)c2ccccc2-c2ccccc21 | 0.0 | -2 | 0 | 104 | -1.8 | -5 | -3 | -4 | 0 | 1
COc1cccc(-c2cc(C(=O)O)no2)c1 | 0.3 | -6 | 2 | 100 | -1.6 | -5 | 33 | 3 | -2 | 4
O=C1Nc2ccccc2N=C(c2ccc3c(c2)OCO3)C1N(CCc1ccccc1)C(=O)CSc1ncccn1 (stereo not drawn) | -0.4 | 0 | 0 | 101 | nt | 1 | nt | nt | 42 | nt
N#Cc1nc(COc2ccc(F)cc2)oc1NCCCn1ccnc1 | -0.1 | -3 | 0 | 140 | -0.8 | -5 | 5 | -1 | -3 | 5
COc1ccc(C(=O)NCc2cc3ccccc3n2C)cc1 | 0.0 | -1 | -1 | 104 | -0.4 | -5 | -5 | 5 | -5 | 1
Cc1[nH]n(-c2cccc3ccccc23)c(=O)c1/C=N/NC(=O)c1cccc([N+](=O)[O-])c1 | -0.6 | 0 | 0 | 87 | -2.5 | -2 | 2 | 2 | 56* | 10
Cc1ccc(S(=O)(=O)Nc2ccc(C(=O)NCc3ccncc3)cc2)cc1 | -0.2 | 2 | 1 | 99 | 1.8 | -6 | nt | 6 | 1 | -1
COc1ccc(C2=C(CC(=O)O)C(=O)CC2)cc1 | -0.3 | -4 | 2 | 97 | -3.4 | -4 | -2 | -3 | 8 | 5
COc1ccc(C)cc1NC(=O)C1CCN(S(=O)(=O)c2cccc3nonc23)CC1 | 0.1 | -4 | -3 | 100 | -0.1 | -4 | -4 | 17 | -5 | 10
COc1cccc(-n2c(SCC(=O)NC3CC3)nc3ccccc3c2=O)c1 | -0.1 | -5 | -2 | 96 | -0.1 | -5 | -7 | 13 | 7 | -2
CCN1CCc2c(C#N)c(N3CCOCC3)nc(N3CCOCC3)c2C1 | -0.1 | 4 | 1 | 105 | 0.3 | nt | 3 | 16 | 8 | -10
Cc1cc(NC(=O)C23CC4CC(CC(C4)C2)C3)n[nH]1 | -0.2 | -1 | 2 | 97 | -4.3 | -2 | 10 | 17 | -4 | -4
CC(=O)c1cc(C#N)c(SCC(=O)C(C)(C)C)nc1C | -0.3 | 1 | 1 | 99 | 0.4 | -9 | -2 | 9 | -2 | 0
COc1ccc(C(=O)C2CCCN(C(=O)CCC3=NNC(=O)CC3)C2)c(C)c1 (stereo not drawn) | 0.0 | 0 | 2 | 99 | 1.6 | -5 | -8 | 26 | 6 | 2
CC(=O)c1cc(CN2CCN(CC=C(C)C)C(CCO)C2)cs1 (stereo not drawn) | -0.5 | 8 | 2 | 91 | 0.3 | 2 | 8 | 5 | 6 | 9
COCc1cccc(C2=CC(=O)C[C@H](c3ccc(OC)cc3)C2)c1 | 0.3 | -2 | -4 | 96 | 0.3 | -10 | -14 | 0 | -6 | 2
CN(C(=O)OCc1ccccc1)C(CC(N)=O)C(=O)O (stereo not drawn) | 0.0 | -2 | 2 | 96 | -1.8 | -5 | 5 | 15 | 1 | 7
Clc1nccnc1-c1ccccc1 | -0.1 | -2 | 1 | 104 | -0.7 | -9 | 0 | 0 | 2 | 10
CC(=O)Nc1ccc(NC(=O)C(C)Oc2ccc(Cl)cc2Cl)cc1 (stereo not drawn) | -0.2 | -2 | 2 | 104 | 0.3 | -18 | 8 | -4 | -2 | -1
CC(C)CC1C(=O)N(Cc2cn(CCC3OCCCO3)nn2)CCS(=O)(=O)N1Cc1ccc(-c2ccccc2)cc1 (stereo not drawn) | -0.1 | 0 | 3 | 95 | 0.7 | -6 | 0 | 4 | 1 | -3
Cc1ccccc1N(C(=O)c1snc(C(N)=O)c1N)C(C(=O)NCC1CCCO1)c1ccc(N(C)C)cc1 (stereo not drawn) | -0.2 | 5 | -4 | 102 | 1.5 | -4 | 13 | 11 | 14 | 4
O=C(COc1ccc(Cl)cc1Cl)Nc1ccc(S(=O)(=O)NC2=NCCCCC2)cc1 | -0.2 | -3 | 0 | 97 | -0.9 | -5 | 1 | 3 | -2 | 0
CSc1nsc(/C=C/Nc2ccc(O)cc2C)c1C#N | 0.3 | 9 | 2 | 173 | -3.2 | 12 | 7 | -5 | -3 | -6
CCO[C@@H]1OC(C(=O)NCc2ccccc2)=C[C@H](C)[C@H]1CCCO | 0.2 | 7 | 1 | 92 | 0.4 | -5 | nt | 3 | 8 | -1
NC(=O)c1ccsc1NC(=O)CCS(=O)(=O)c1ccc(Cl)cc1 | 0.2 | -4 | -9 | 98 | 1.8 | -6 | -6 | 15 | 0 | 4

Record cards (already shown). Order of values: aDG glyco act | HTR2A ag | N-glyco inh | ABCB6 inh 2 | MC4R ag barr | CaV13 ICDI inh | Vif imaging | MC4R antag cAMP | Cardio protect | PDI inh
CC(=O)Nc1ccc(NC(=O)C(C)Oc2ccc(Cl)cc2Cl)cc1 (stereo not drawn) in the list: -0.2 | -2 | 2 | 104 | 0.3 | -18 | 8 | -4 | -2 | -1
NC(=O)c1ccsc1NC(=O)CCS(=O)(=O)c1ccc(Cl)cc1 in the list: 0.2 | -4 | -9 | 98 | 1.8 | -6 | -6 | 15 | 0 | 4

(more compounds)
SMILES | aDG glyco act | HTR2A ag | N-glyco inh | ABCB6 inh 2 | MC4R ag barr | CaV13 ICDI inh | Vif imaging | MC4R antag cAMP | Cardio protect | PDI inh
O=C(c1cc(COc2ccc(F)cc2F)on1)N1CCOCC1 | -0.1 | -2 | 2 | 99 | -1.2 | -6 | -5 | -4 | -4 | 0
CCCCCC1=NN2C(=O)CC(=O)N=C2S1 | -0.1 | 4 | 0 | 96 | -0.1 | -6 | 0 | 7 | 4 | -2
Cc1ccc2c(CC(=O)OC3CCOC3=O)coc2c1 (stereo not drawn) | 0.6 | 2 | 1 | 97 | -1.0 | -5 | -4 | 22 | -12 | 5
O=C1OC(c2ccc(Br)cc2)=N/C1=C\N1CCCCC1 | -0.3 | -4 | -3 | 98 | -0.5 | 6 | -5 | 0 | -14 | -3
Cc1cccc(OCC(=O)Nc2ncn[nH]2)c1C | -0.1 | -1 | 0 | 98 | -0.6 | -17 | 6 | 4 | 1 | -4
OCC1(Cc2ccccc2C(F)(F)F)CCN(Cc2ccc3c(c2)CCO3)CC1 | -0.3 | -6 | -1 | 92 | -3.3 | -6 | 0 | -2 | 2 | 0
